Source: PubChem BioAssay
BRCA1 expr act: activators of BRCA1 expression | Potency, µM (top dose mostly 46.1 µM), for inactives: top-dose activation, usual class: activators | 380,000 compounds, 1.1% hits | MCF7-BRCA1-FFLuc reporter, luminescence, 48 h; response scale: scaled: vehicle 0%, 10 µM genistein 100%; further: potency means the concentration at half of the fitted maximal effect; nearly all actives have a fitted effect of over 80% in size; some results filed as inactive show a strong effect at the top dose
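Luminescence from a BRCA1-driven firefly luciferase in MCF7 cells was the read-out, taken 15 min after substrate addition following 48 h compound exposure at 37 °C. Data were normalized to a 10 microM genistein control and DMSO vehicle.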
B2AR arrestin: agonists driving beta-arrestin recruitment to human beta2-adrenergic receptor | 330,000 compounds, 0.02% hits | Potency, µM (series often up to 46.1 µM), inactives show at the highest dose activation, usual class: activators | AID 492947 | P07550 | beta-arrestin recruitment to beta2AR, cell-based reporter;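 further: potency means the concentration at half of the fitted maximal effect; 0% = DMSO controls and full agonism = EC100 isoproterenol or metaproterenol; nearly all actives have a fitted effect of over 65% in size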
uPA surface inh: inhibitors of cell surface uPA generation; AID 540303; cell surface uPA generation assay, qHTS; 330,000 compounds, 0.31% hits; Potency, µM (highest dose often 38.3 µM), without a hit: at the top dose activity change, negative = inhibition, usual class: inhibitors; active means well fitted inhibition curve with a large enough effect; inconclusive means small, poorly fitted or top-dose-only effect; inactive means no such curve, though single readings can be large or run the other way; tested in mouse RAW 264.7 cells; further: potency means the concentration at half of the fitted maximal effect; on the % scale 0 is the no-effect control and ±100 the full control effect; nearly all actives have a fitted effect of over 55% in size
Integrin act MD: integrin-mediated muscular dystrophy alleviation activation; alpha7betagal myoblasts, beta-gal FDG fluorescence, 48 h; AID 624291; Potency, µM (highest dose often 38.3 µM), without a hit: at the highest dose activation, usual class: activators; 350,000 compounds, 0.064% hits;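 further: potency means the concentration at half of the fitted maximal effect; 100% = response of the positive control SU9516; nearly all actives have a fitted effect of over 60% in size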
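alpha7betagal+/- myoblasts (passage 13, 250/well) treated 48 h at 37C with compounds at 1:260 dilution of DMSO stock. Lysed, then beta-galactosidase activity read as FDG fluorescence (ex 480/em 540) after 30 min, with pre-read for autofluorescence.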
TSG101-PTAP inh: blocks PTAP/TSG101 interaction to inhibit HIV-1 budding. Fluorescence polarization, FITC-PTAP peptide / Tsg101 binding. Potency, µM (series often up to 115 µM), without a hit: at the top dose activity change, negative = inhibition, most hits filed as inhibitors. 340,000 tested, under 10 active; active means well fitted inhibition curve with a large enough effect in the main read-out, with a control signal flat, not every such curve was filed as active; inconclusive means small, poorly fitted or top-dose-only effect, or effect the other way, or a change in a side signal; inactive means no such curve, though single readings can be large or run the other way; further: potency means the concentration at half of the fitted maximal effect; % of control where 0% means no effect
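Compounds were pin-transferred onto Tsg101 binding domain (10 uM final) in HEPES pH 7.5 buffer, then FITC-PTAP peptide was added at 50 nM final. After 20 min at RT, polarization reported peptide displacement across a qHTS concentration series.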
TRPV1 agonist: agonists of human vanilloid receptor 1 (TRPV1) | Q8NER1 | TRPV1-expressing cells, Fluo-8 calcium influx, agonist mode | activation, % at 8.33 µM | 320,000 compounds, 0.19% hits; in the data active means activation above about 80%; inconclusive means between about 30% and that limit; further: 0% is about no effect
Target sequence (Q8NER1 whole entry, looked up): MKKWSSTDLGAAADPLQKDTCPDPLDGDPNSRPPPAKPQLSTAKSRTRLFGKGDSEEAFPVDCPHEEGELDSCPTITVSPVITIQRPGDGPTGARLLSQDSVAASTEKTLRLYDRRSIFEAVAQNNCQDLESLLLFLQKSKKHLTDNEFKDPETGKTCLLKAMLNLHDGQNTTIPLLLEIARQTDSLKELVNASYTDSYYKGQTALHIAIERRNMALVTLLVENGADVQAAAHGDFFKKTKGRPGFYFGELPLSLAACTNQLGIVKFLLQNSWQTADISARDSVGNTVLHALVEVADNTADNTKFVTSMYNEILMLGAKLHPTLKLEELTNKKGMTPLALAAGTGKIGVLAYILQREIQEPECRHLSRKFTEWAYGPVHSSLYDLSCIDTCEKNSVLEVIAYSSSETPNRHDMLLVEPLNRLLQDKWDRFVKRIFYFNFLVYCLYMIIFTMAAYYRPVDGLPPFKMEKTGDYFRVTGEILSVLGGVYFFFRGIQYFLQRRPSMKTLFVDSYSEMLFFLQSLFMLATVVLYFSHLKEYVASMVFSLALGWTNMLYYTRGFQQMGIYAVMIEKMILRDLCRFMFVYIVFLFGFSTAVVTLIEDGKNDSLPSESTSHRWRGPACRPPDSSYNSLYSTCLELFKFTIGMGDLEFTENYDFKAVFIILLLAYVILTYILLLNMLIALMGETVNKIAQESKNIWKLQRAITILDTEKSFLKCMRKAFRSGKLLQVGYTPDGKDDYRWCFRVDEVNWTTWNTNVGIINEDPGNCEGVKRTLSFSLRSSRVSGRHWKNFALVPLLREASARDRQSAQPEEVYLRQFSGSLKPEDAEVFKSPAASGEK
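TRPV1-expressing cells were cultured overnight at 35.5C and loaded with Fluo-8 calcium dye for 40 to 90 min at room temperature. After a 10 s baseline, compound was added and calcium influx was read kinetically for 3 min (ex 480/em 520 nm).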
p53 reactivation: re-activators of mutant p53; H1299 p53-A138V BP100-luciferase reporter, luminescence, 24 h; Potency, µM (top dose mostly 92.2 µM), inactives show top-dose activity change, positive = activation, actives largely listed as activators; 320,000 compounds, 0.063% hits; further: potency means the concentration at half of the fitted maximal effect; % of control where 0% means no effect; nearly all actives have a fitted effect of over 45% in size
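p53-null H1299 cells stably carrying temperature-sensitive p53-A138V and a BP100-luciferase reporter were pinned with compounds (4-point, 1:5 series) and held 24 hrs at 37 deg C. Luminescence was read 10 min after detection reagent.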
Eya2 phos inh: inhibitors of human Eya2 phosphatase activity; O00167; recombinant Eya2, OMFP fluorescence dephosphorylation (OMFP is methylfluorescein phosphate); Potency, µM (series often up to 76.9 µM), for the others: at the highest dose activity, negative = inhibition, usual class: inhibitors; 330,000 compounds, 0.006% hits; AID 488837; further: potency means the concentration at half of the fitted maximal effect; on the % scale 0 is the no-effect control and ±100 the full control effect
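Eya2 (0.2 uM) preincubated 10 min at ambient with compound, then OMFP substrate added at 50 uM; 10 min reaction in 50 mM HEPES pH 7.5, 50 mM NaCl, 5 uM MgCl2, 0.05% BSA, 1 mM DTT. Fluorescence read at Ex 485/Em 525 nm.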
USP2a block: USP2a (human) protease inhibition; O75604; USP2 core, Ub-CHOP2 coupled fluorogenic reporter, 485/531; Potency, µM (titrated, usually from 38.3 µM), without a hit: top-dose activity change, negative = inhibition, most hits filed as inhibitors; 330,000 compounds, 0.01% hits;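 further: potency means the concentration at half of the fitted maximal effect; plate controls were DMSO wells for no effect and full inhibition by NEM control for full effect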
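Cell-free coupled assay: 10nM USP2 core preincubated 30min RT with compound in Tris-HCl pH 8.0/CaCl2/CHAPS buffer, then 25nM Ub-CHOP2 and 25nM reporter substrate; fluorescence (Ex 485/Em 531) read after 60min RT, normalized to NEM inhibition, concentration-response curves fitted.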
ELG1 genotoxic: genotoxicity induction in ELG1-luciferase HEK293T cells. AID 504466. HEK293T ELG1-luciferase reporter, luminescence, 16 h. 330,000 compounds, 1.3% hits. Potency, µM (highest dose often 46 µM), for the others: at the top dose activity change, positive = activation, hits mostly activators; further: potency means the concentration at half of the fitted maximal effect; % of control where 0% means no effect; nearly all actives have a fitted effect of over 60% in size
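Quantitative HTS format in 1536-well plates. HEK293T ELG1-luciferase reporter cells receive test compound and are incubated 16 hr at 37 °C, 5% CO2; ONE-Glo added, 30 min room temperature, then luminescence read.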
S-ASM inh: human S-ASM enzyme inhibition. AID 504937. 340,000 compounds, 0.006% hits. Potency, µM (top dose mostly 57.5 µM), inactives show at the top dose activity change, negative = inhibition, hits mostly inhibitors. placental ASM, HMU-PC fluorogenic substrate, 60 min; further: potency means the concentration at half of the fitted maximal effect
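Human placenta-derived ASM enzyme was preincubated with compound for 10 minutes at room temperature, then given fluorogenic substrate HMU-PC0 (9 uM final) for 60 minutes at 37 °C; a pH 10 stop preceded fluorescence reading at Ex 386/Em 447 nm.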
Active calls of the source: *; ? = inconclusive; · = not tested or not shown; & = joins results of further samples. Unless noted, the call rests on the fitted dose curve; in most records, active means well fitted curve in the direction sought with a large enough effect; inconclusive means small, poorly fitted or top-dose-only effect, or another doubt; inactive means no such curve, though single readings can be large; an effect the other way counts as inactive or inconclusive. Outcome played no part in choosing rows, and some 2.6% of all compounds hit somewhere here.

SMILES	BRCA1 expr act	B2AR arrestin	uPA surface inh	Integrin act MD	TSG101-PTAP inh	TRPV1 agonist	p53 reactivation	Eya2 phos inh	USP2a block	ELG1 genotoxic	S-ASM inh
CCC(C)[C@H](NC(=O)N1CC(=O)Nc2ccccc21)C(=O)N[C@H](Cc1c[nH]c2ccccc12)C(=O)O (some centres undefined)	-9%	-1.2%	11%	16%	-5%	0	12%	3%	-2%	0%	-3%
COC(=O)c1ccc(S(=O)(=O)NC(C)(C)C)n1C	13%	-0.3%	10%	-17%	0%	0	4%	7%	2%	0%	2%
O=C(COc1ccc(C(=O)c2ccccc2)cc1)NCc1ccc(F)cc1	-68%	0.1%	-11%	0%	-3%	?	?	-9%	1%	-3%	0%
CC(=O)Oc1cccc(C(=O)Nc2cccc(C(=O)Nc3ccccc3C(=O)O)c2)c1	-16%	0.4%	2%	-20%	-4%	-1	23%	12%	2%	3%	1%
CC(C)OC(=O)c1cc2c(ccn2C)n1CC(=O)N1CCC(Cc2ccccc2)CC1	-12%	-0.3%	-6%	0%	-5%	23	0%	-2%	1%	-6%	-13%
CC(C)c1ccc(NC(=S)Nc2cccc3ccccc23)cc1	5%	3.6%	-7%	8%	1%	-3	?	-13%	1%	2%	-2%
N#CCC(=O)N/N=C\c1ccc(OC/C=C/c2ccccc2)cc1	5µM*	-1.0%	3%	5%	-9%	-1	3%	7%	3%	?	1%
Nc1nc(SCC(=O)NC2CCCCCC2)[nH]c(=O)c1-c1ccccc1	-29%	-0.4%	5%	-29%	-7%	1	-5%	-5%	1%	-7%	0%
COc1cc(/C=C/C(=O)NCCN2CCOCC2)cc(OC)c1OC	-31%	-0.3%	-8%	-4%	-2%	0	1%	4%	0%	10%	4%
CCOC(=O)COc1cc(-n2c(=S)[nH]c3ccccc3c2=O)c(Cl)cc1Cl	0%	0.3%	6%	-11%	0%	1	1%	2%	5%	2%	-3%

Grouped by structure, the compounds so far with four or more nitrogen atoms.
SMILES	BRCA1 expr act	B2AR arrestin	uPA surface inh	Integrin act MD	TSG101-PTAP inh	TRPV1 agonist	p53 reactivation	Eya2 phos inh	USP2a block	ELG1 genotoxic	S-ASM inh
CCC(C)[C@H](NC(=O)N1CC(=O)Nc2ccccc21)C(=O)N[C@H](Cc1c[nH]c2ccccc12)C(=O)O (some centres undefined)	-9%	-1.2%	11%	16%	-5%	0	12%	3%	-2%	0%	-3%
Nc1nc(SCC(=O)NC2CCCCCC2)[nH]c(=O)c1-c1ccccc1	-29%	-0.4%	5%	-29%	-7%	1	-5%	-5%	1%	-7%	0%

More structures.
SMILES	BRCA1 expr act	B2AR arrestin	uPA surface inh	Integrin act MD	TSG101-PTAP inh	TRPV1 agonist	p53 reactivation	Eya2 phos inh	USP2a block	ELG1 genotoxic	S-ASM inh
COc1ccc(Br)cc1CNC(=O)CN1C(=O)C(c2ccccc2)Oc2cccnc21 (centres undefined)	-9%	-0.3%	11%	-9%	4%	-1	3%	-13%	-5%	-2%	9%
Cn1cc(CN2CCCC(CO)C2)c(-c2ccc(Oc3ccccc3)cc2)n1 (centres undefined)	-1%	0.4%	-7%	-27%	-1%	8	2%	-2%	3%	-3%	4%
CCOC(=O)c1ccccc1NC(=O)c1cn(-c2ccc(OC)cc2)c(=O)c2ccccc12	-73%	0.0%	-4%	?	-3%	4	-22%	-1%	3%	-9%	-3%
Cc1cc(NC(=O)c2ccc(Br)cc2)nc(C)n1	17%	-0.8%	1%	25%	0%	?	-3%	2%	-2%	0%	-1%
O=C(Nc1c(C(=O)Nc2cccc3ccccc23)cnn1-c1ccccc1)c1ccco1	8%	-0.3%	-4%	0%	-3%	4	-1%	-8%	-4%	-6%	-6%
COc1ccc(CN(C(=S)Nc2ccccc2)C2CC(=O)N(c3ccc(Cl)cc3)C2=O)cc1 (centres undefined)	-42%	-0.4%	7%	11%	-2%	3	-1%	0%	-1%	0%	-11%
COC(=O)c1ccccc1NC(=S)N1CCN(c2ccccn2)CC1	-1%	-0.8%	17%	3%	-3%	14	-4%	-12%	-1%	-2%	-1%
Cc1cc(OC(C)C(=O)N(Cc2ccco2)C2CCS(=O)(=O)C2)cc(C)c1Cl (centres undefined)	20%	-3.8%	-21%	14%	-9%	0	·	13%	1%	3%	-1%
O=C(N/N=C/c1ccccc1C(=O)O)c1ccccc1Br	11%	0.2%	1%	15%	2%	1	1%	8%	-4%	0%	4%
Cc1ccc(Cl)cc1N(CC(=O)NCc1ccc2c(c1)OCO2)S(C)(=O)=O	5%	-0.4%	-3%	10%	1%	-5	-3%	-9%	3%	0%	2%
CCOCC(=O)N(CC)Cc1ccccc1	0%	-0.3%	-1%	6%	0%	1	2%	3%	0%	-3%	0%
Cc1c(C(=O)OCC(=O)N(C)CC(=O)Nc2ccc(F)cc2)oc2ccccc12	25%	0.0%	?	9%	-7%	-1	-6%	8%	-2%	-4%	-1%
O=C(O)CSCNC(=O)C12CC3CC(CC(C3)C1)C2	12%	0.1%	-1%	1%	-4%	0	3%	6%	3%	-2%	0%
CCN(CC(=O)Nc1ccc(OC)cc1)C(=O)Cc1ccsc1	-7%	0.0%	3%	-6%	2%	-1	4%	-3%	2%	2%	1%
O=C(NCc1cccc(CNC(=O)C(=O)NCc2ccco2)c1)C(=O)NCc1ccco1	-1%	0.1%	4%	?	5%	0	3%	6%	-2%	-1%	0%
COC(=O)c1ccc2c(=O)n(CCCN3CCOCC3)c(=S)[nH]c2c1	-8%	-0.1%	1%	4%	-7%	0	7%	11%	0%	-3%	7%
COc1ccc(COC(=O)C2=C(C)NC(=O)NC2c2ccc(OC)c(OC)c2)cc1 (centres undefined)	-7%	-0.2%	21%	-17%	2%	-3	·	-3%	-1%	-2%	-3%
Cc1ccc(C(=O)N2CCN(c3ccc(C(F)(F)F)cn3)CC2)cc1	3%	0.1%	2%	-7%	-7%	-2	-3%	-9%	2%	-4%	-2%
Cc1sc(NC(=O)CCCCC(=O)Nc2sc(C)c(C)c2C(=O)O)c(C(=O)O)c1C	-10%	·	11%	8%	0%	·	·	·	·	·	2%
CCCOc1ccc(N2CC(C(=O)Nc3ccccc3F)CC2=O)cc1 (centres undefined)	1%	0.1%	5%	4%	0%	?	-5%	2%	1%	0%	-7%
Cc1ccc(C(=O)Nc2ccccc2C(=O)N2CCCC2)cc1[N+](=O)[O-]	-19%	-0.1%	2%	12%	-5%	0	3%	-6%	2%	-3%	5%
Clc1ccc(-c2csc(N3CCc4ccccc4C3)n2)cc1	1%	0.1%	1%	8%	-4%	-1	-2%	0%	0%	0%	-9%
Cc1nc2c3c4c(sc3n3c(SCC(=O)NCc5ccco5)nnc3n2n1)COC(C)(C)C4	-3%	-0.3%	-2%	-21%	-4%	2	24%	-17%	0%	-2%	-3%
COc1ccc([C@@H]2[C@@H]3C(=O)N(C(C)(C)C)C(=O)[C@@H]3[C@]3(C)C(=O)N(c4ccc(C)cc4)C(=O)N23)cc1	11%	-0.9%	6%	-13%	-1%	1	·	5%	-1%	3%	0%
COc1ccc(-c2cc3nc(C)c(CCC(=O)NCc4ccco4)c(C)n3n2)c(OC)c1	-26%	-0.5%	·	-11%	-2%	5	-6%	-4%	0%	5%	5%
Cc1ccccc1C(=O)NC1CCN(C(=O)NCc2ccccc2)CC1	-6%	-0.3%	-11%	12%	2%	-1	-1%	8%	0%	1%	4%
CCOC(=O)C1=C(COC(=O)/C=C/c2ccc(Cl)cc2)NC(=O)NC1C (centres undefined)	-14%	-1.1%	-1%	-5%	3%	3	-14%	4%	0%	13%	-2%
CCO[C@H]1OC(C(=O)NCc2ccccc2)=C[C@@H](C2CCCCC2)[C@@H]1CCCO	-17%	-0.2%	-10%	-1%	-6%	?	0%	-1%	1%	0%	-2%
N/C(=N\OC(=O)c1ccccc1[N+](=O)[O-])c1ccccn1	5µM*	-0.4%	-17%	2%	-2%	-2	?	0%	-1%	?	2%
Cc1ccc(NC(=O)CS(=O)c2ccccc2N)c(C)c1 (centres undefined)	28%	0.3%	-1%	-12%	-5%	1	17%	-14%	2%	?	-3%
CCN=C1SC(CC(=O)Nc2ccccc2)C(=O)N1CC (centres undefined)	3%&-15%	-0.4%	4%&4%	13%&-10%	-1%&-2%	6	-18%	0%	3%	0%	1%&2%
O=C(Nc1ccon1)c1nc[nH]c1C(=O)N1CCc2ccccc2C1	6%	-0.5%	2%	34%	-4%	8	-9%	3%	-1%	6%	-3%
Cc1ccc[n+](CC(=O)c2ccc(Br)cc2)c1C	-48%	-0.3%	12%	5%	-1%	-1	1%	0%	0%	-2%	-1%
